Screening results from PubChem.
DDE Tn7 FP inh: DD(E)-Tn7 binding inhibition, primary FP screen. P02675. FP displacement of FITC-Tn7 peptide from fibrin DD(E); 0% = median of compound wells per plate. inhibition, % at 8.3 µM. 370,000 tested, 0.13% active. AID 720508;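 active means inhibition above the mean of compounds falling within the control limits plus 3 SD of them, cut at about 14% in these data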;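 further: 0% = plate median of compound wells and 100% = 10 µM Aha-Tn7 peptide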
Target sequence (P02675 whole entry, looked up): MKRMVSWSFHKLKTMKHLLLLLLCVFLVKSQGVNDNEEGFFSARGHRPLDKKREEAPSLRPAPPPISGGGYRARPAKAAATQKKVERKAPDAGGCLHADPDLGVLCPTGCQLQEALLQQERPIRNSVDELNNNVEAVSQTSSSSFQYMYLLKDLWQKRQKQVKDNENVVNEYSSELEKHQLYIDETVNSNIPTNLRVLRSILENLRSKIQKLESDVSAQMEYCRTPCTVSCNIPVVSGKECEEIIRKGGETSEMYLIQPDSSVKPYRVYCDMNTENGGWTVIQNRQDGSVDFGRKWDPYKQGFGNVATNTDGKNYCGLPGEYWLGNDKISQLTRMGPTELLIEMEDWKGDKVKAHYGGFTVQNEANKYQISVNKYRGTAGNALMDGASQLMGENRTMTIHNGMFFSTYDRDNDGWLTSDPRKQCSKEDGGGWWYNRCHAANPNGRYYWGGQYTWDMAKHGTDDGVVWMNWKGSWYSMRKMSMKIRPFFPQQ
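Assay system: Fibrin-DD(E) protein isolated from polymerized human fibrin clots; read-out basis: percent inhibition; medium: Tris/NaCl/CaCl2 buffer, pH 7.8; signal: FP measurement; incubation: 10 min plus 3 h, room temperature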
ADAM17 inh: ADAM17 inhibition, QFRET primary screen | recombinant ADAM17, EDANS/DABCYL FRET peptide cleavage | AID 720648 | inhibition, % at 6.95 µM | P78536 | 370,000 tested, 0.83% active;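 active means inhibition above the mean of compounds lying between control limits plus 3 SD, set per campaign, cut at about 8.5% in these data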;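 further: 0% = DMSO-only wells as the low control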
ASAP1 GAP inh: inhibitors of human ASAP1 ArfGAP activity; ASAP1-stimulated ARF1 GTP hydrolysis, GDP FP detection; inhibition, % at 16.5 µM; 360,000 tested, 0.19% active; AID 624377; in the data active means inhibition above about 25%;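 further: 0% = vehicle with enzyme and substrate and 100% = no enzyme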
proKLK7 act: activates the human kallikrein-7 zymogen; activation, % at 7 µM; purified proKLK7, EDANS-DABCYL substrate fluorescence; 100% is mature enzyme control, 0% vehicle; P49862; 370,000 tested, 0.9% active;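 active means activation above the mean of all tested compounds plus 3 SD, computed per campaign excluding outliers beyond control limits, cut at about 13% in these data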
Target sequence (P49862 whole entry, looked up): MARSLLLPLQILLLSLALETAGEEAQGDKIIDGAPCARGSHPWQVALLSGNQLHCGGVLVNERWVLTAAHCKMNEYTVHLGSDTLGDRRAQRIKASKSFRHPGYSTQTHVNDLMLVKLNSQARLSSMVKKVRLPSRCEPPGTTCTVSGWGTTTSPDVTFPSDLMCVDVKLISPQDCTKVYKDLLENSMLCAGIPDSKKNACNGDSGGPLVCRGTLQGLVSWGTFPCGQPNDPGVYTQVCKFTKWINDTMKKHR
ARFGAP1 inhibitor: rat ARFGAP1 inhibition; Q62848; Arfgap1-stimulated ARF1 GTP hydrolysis, GDP FP detection; inhibition, % at 16.5 µM; 360,000 tested, 0.26% active; AID 651572;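 active means inhibition above a per-plate limit, mean inhibition of low control wells plus 3 SD, cut at about 25% in these data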;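 further: 0% = DMSO wells with enzyme and 100% = wells lacking Arfgap1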
Target sequence (Q62848 1-136 limits assumed): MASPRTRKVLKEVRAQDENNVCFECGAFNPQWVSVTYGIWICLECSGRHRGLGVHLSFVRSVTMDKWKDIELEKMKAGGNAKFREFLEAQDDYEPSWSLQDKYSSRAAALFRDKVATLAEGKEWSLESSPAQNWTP
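system = rat Arfgap1 catalytic domain, aa 1-136 | technique = FP, GDP Alexa 633 tracer displaced from anti-GDP antibody, 620/688 nm | compound = one concentration, 16.5 µM, DMSO 1.26% | medium = HEPES-based buffer, pH 7.5 | timing = compound-enzyme preincubation 20 min, reaction 120 min, detection 60 min, 25 °C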
ADAM10 inh: inhibitors of human ADAM10; 370,000 tested, 0.62% active; recombinant ADAM10, EDANS/DABCYL FRET peptide cleavage, 3 h; O14672; inhibition, % at 7 µM;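 active means inhibition above a per-campaign cutoff equal to the mean of compounds falling between control-based bounds plus 3 SD, cut at about 20% in these data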;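 further: 0% = DMSO wells while the 100% control is not disclosed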
DDE Tn6 FP inh: DD(E)-Tn6 binding inhibition, primary FP screen; 370,000 tested, 0.21% active; AID 720509; Fibrin DD(E) TRITC-Tn6 fluorescence polarization displacement; P02675; inhibition, % at 8.3 µM;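 active means inhibition above a per-campaign cutoff: mean of compounds within control limits plus 3 SD, cut at about 15% in these data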;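 further: 0% = median of all compound wells on the plate and 100% = blocking peptide control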
PLCg1 inh: PLC-gamma1 (human) inhibition, primary screen; 370,000 tested, 0.84% active; inhibition, % at 12.2 µM; purified PLC-gamma1, fluorogenic substrate, fluorescence; in the data active means inhibition above about 9.5%
LEDGF integ inh: blocks HIV-1 LEDGF/p75-dependent DNA integration | TR-FRET IN-LEDGF/p75 DNA integration, Eu/Cy5 | inhibition, % at 3.7 µM | 370,000 tested, 0.64% active;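 active means inhibition above the screen-wide mean plus 3 SD, cut at about 13% in these data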;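 further: signal is the Cy5 over europium emission ratio at 671 and 618 nm; 0% = plate median of compound wells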
TDP2 absorb: blocks human TDP2 phosphodiesterase activity | inhibition, % at 12.8 µM | recombinant TDP2, T5PNP hydrolysis, p-nitrophenol absorbance 415 nm | O95551 | 370,000 tested, 0.34% active;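 active means inhibition above the mean of all tested compounds plus 3 SD, set per campaign, cut at about 25% in these data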;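 further: 0% = DMSO with enzyme and 100% = buffer with substrate but no TDP2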
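Read-out basis: percent inhibition. System: recombinant human TDP2. Buffer or medium: Mg2+-containing Tris-HCl buffer, pH 7.5. Repeats: single replicate. Timing: reaction 2 h, 37 °C. Benchmarks: high control without enzyme, low control DMSO plus TDP2. Probe or stimulus: 5 mM T5PNP. Doses: 12.8 µM only. Measured by: epi absorbance of p-nitrophenol freed from T5PNP by hydrolysis.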
* hit, by the source's call; i = inactive; / = no result given; & = joins results of further samples. Compounds as they come, and some 4.2% of all compounds hit somewhere here.

SMILES	DDE Tn7 FP inh	ADAM17 inh	ASAP1 GAP inh	proKLK7 act	ARFGAP1 inhibitor	ADAM10 inh	DDE Tn6 FP inh	PLCg1 inh	LEDGF integ inh	TDP2 absorb
OCC[C@@H]1C[C@@H](O)[C@H](O)[C@]2(CCc3ccccc3O2)O1	1	1	-4	-0.8	4	2	-8	2	3	0
Cc1ccc(S(=O)(=O)N(CC(=O)NCc2ccccc2Cl)C(=O)N2CCN(C)CC2)cc1	-5	1	3	-0.4	13	-18	-9	5	-1	-5
CC(=O)C1=CCN(C)CC1	1	-2	-5	0.3	-6	-9	-2	-2	-2	2
O=C(Nc1ccncc1)c1cn(-c2ccccc2)nc1-c1cccs1	2	-3	12	0.1	26*	-4	-7	-7	0	-3
O=S1(=O)N=C(N/N=C/c2ccco2)c2ccccc21	4	-3	5	0.1	8	-4	-2	1	-2	1
COc1ccc(NC(=S)N2CCC(NC(=O)c3ccc(F)cc3)CC2)cc1	2	1	8	0.1	3	-2	-4	2	4	4
CC12CCC(=O)N1C(C(=O)OCC(=O)Nc1ccc(S(N)(=O)=O)cc1)CS2 (stereo unspecified)	-2	-2	0	0.1	-5	-4	2	-1	-1	4
COc1cc(/C=C/C(=O)OCC(=O)Nc2ccc3c(c2)OCO3)ccc1O	-4	-9	-2	-0.6	-9	-46	8	-36	5	-8
CCOC(=O)/C(C#N)=C\C1=C(N2CCOCC2)CC(C)(C)OC1	-8	-7	-3	-0.8	6	-44	6	3	2	-14
Cc1nc2ccc(S(=O)(=O)NCC(=O)N3CCN(c4ccccc4)CC3)cc2s1	5	4	15	-0.4	3	6	4	6	-1	13
Cc1ccc(Cl)cc1NC(=O)CCCN1C(=O)c2cccnc2C1=O	0	-2	-12	-0.3	0	2	5	0	0	8
COc1ccc(CNC(=O)CN(C(=O)CCC(=O)Nc2ccccn2)c2ccc(C)cc2)cc1	-5	4	13	0.1	6	5	5	3	6	-10
COc1ccc(S(=O)(=O)N2CCC[C@H]2C(=O)N2CCC[C@H]2C(=O)NCc2ccncc2)cc1C	-2	4	4	0.0	-1	-11	2	4	-3	3
CN(C(=O)c1cccc(NC(=O)Cc2ccc(NC(=O)C3CCN(C(=O)C4CCC4)CC3)cc2)c1)C1CCCCC1	-4	-2	13	0.7	4	0	-1	1	1	-6
CCN1CCCCC(NC(=O)Cc2ccccc2)C1=O (stereo unspecified)	8	-6	/	-0.5	/	-6	-4	-1	-5	0
COc1cc(C(=O)NC2Cc3ccccc3C2)ccc1OC1CCN(C(C)=O)CC1	1	0	-12	0.1	-7	-5	6	0	1	6
CN(Cc1ccccc1)CC(O)COc1ccc(CNCc2ccc(Cl)s2)cc1 (stereo unspecified)	3	0	-4	-0.3	7	5	3	3	0	-7
CCOc1cc(C(=O)N/N=C(\C)Cc2ccc(OC)cc2)cc(OCC)c1OCC	-6	5	-7	0.3	-10	12	-4	6	7	-12
O=C(COC(=O)c1ccco1)Nc1nnc(-c2ccccc2)o1	6	-3	2	0.9	21	-11	3	2	-4	-1
COc1ccc(S(=O)(=O)NCc2ccc(C(=O)N3CCc4ccccc4C3)cc2)cc1	6	3	2	0.5	-1	10	-7	4	0	-8
CCc1nc2ccc(C(=O)N3CCN(c4ccccc4F)CC3)cc2nc1CC	1	-1	6	0.3	7	6	-4	-1	-4	3
NC(=O)CC(NC(=O)c1cccc(Br)c1)c1ccc(N2CCC(N3CCCCC3)CC2)c([N+](=O)[O-])c1 (stereo unspecified)	-5	-1	-5	0.0	18	-11	1	2	1	-3
NS(=O)(=O)c1ccc(OCCCN2CCC(C(O)(c3ccccc3)c3ccccc3)CC2)cc1	5&3	-4&-7	2	-0.8&0.4	2	-9&-20	-4&-7	0&5	0&-3	3&-1
O=C(NC1=NCCS1)c1cc(-c2cccs2)nc2ccccc12	-2	-210	1	35*	-3	i	-1	i	5	-8
Nc1n[nH]c(N)c1N=Nc1ccc(Cl)cc1Cl	-6	5	29*	0.1	6	11	-1	4	2	-7
Brc1ccc2ncnc(NCc3cccnc3)c2c1	-3	-4	13	0.1	-3	-11	-5	-1	0	7
C=CCNC(=O)/C(=C\c1cccc([N+](=O)[O-])c1)NC(=O)c1ccccc1	-1	-2	6	0.3	13	-6	10	-2	-1	2
Cn1cc(S(=O)(=O)N2CCN(c3ccc(F)cc3)CC2)c(=O)n(C)c1=O	-1	0	0	-0.2	9	-3	-9	-1	1	12
CCOc1ccc(N/C=C/C(=O)c2ccc(OC)cc2)c([N+](=O)[O-])c1	3	2	-5	0.2	12	10	2	1	-1	3
COc1cc(C(=O)NNC(=S)NC(=O)c2ccc(F)cc2)cc(OC)c1OC	0	2	-4	0.4	6	10	-6	-7	1	3
O=C(CCl)N1CCN(S(=O)(=O)c2ccc3c(c2)CCC3)CC1	-6	-2	6	0.2	4	-17	-9	2	-8	6
COc1cccc(-n2c(=S)[nH]c3c(oc4ccccc43)c2=O)c1	7	-2	10	-0.2	8	-11	5	-2	2	-9
COc1cc(Nc2ccccn2)cc(C(=O)Nc2cccc(C(F)(F)F)c2)c1	4&1	-5&-2	1&18	-0.6&-0.4	22&22	-33&-18	-7&1	-30&-25	2&-1	1&-4
COc1cccc(/C=C/C(=O)NCc2cn3cc(Cl)ccc3n2)c1	0	-6	13	0.3	-12	-21	-7	-5	-2	-5
O=S(=O)(NCC1CCCO1)c1ccccc1F (stereo unspecified)	9	-5	0	-0.1	-6	1	2	0	3	11
COc1ccc(C(=O)C2CCN(C(=S)NCCc3ccccc3)CC2)cc1	-2	2	11	-0.6	3	-3	2	-2	-3	-4
O=S1(=O)N[C@@H](Cc2ccccc2)COc2cc(N3CCCCC3)ccc21	7	-1	-2	0.5	8	1	8	0	2	5
O=C(CCN1C(=O)NC2(CCCC2)C1=O)Nc1ccc(Sc2ccc(Br)cc2)cc1	-2	-3	3	0.3	7	4	-6	1	0	-3
Cc1ccc(C)c(NC(=O)CSc2cccc3cccnc23)c1	-1	-57	0	2.5	-2	-187	2	-74	4	7
O=C(N/N=C/c1cccc([N+](=O)[O-])c1)c1cc(-c2ccc3c(c2)OCO3)n[nH]1	-7	-4	0	0.2	9	-6	0	0	-2	-5
CCOc1cc2[nH]c(=O)n(CCCC(=O)NCc3ccco3)c(=O)c2cc1OCC	-3	-28	-5	0.7	-1	-89	-8	-5	0	-7
COc1ccc(CNC(=O)C(=O)NCCC2CCCCN2S(=O)(=O)c2ccc(C)cc2)cc1 (stereo unspecified)	-6	2	7	0.6	12	11	6	4	5	-12
COc1ccccc1N1CCN(C(=O)CCCn2nc(C)c([N+](=O)[O-])c2C)CC1	1	-9	14	-0.1	4	-10	6	2	-2	-2
Cc1onc(C(=O)Nc2sc3c(c2C#N)CCCC3)c1[N+](=O)[O-]	5	-2	12	0.3	-1	-7	-2	-9	0	-2
COc1cc2c(cc1OC)C(COc1ccccc1OC)N(C(=O)C(C)C)CC2 (stereo unspecified)	0	-6	17	-0.3	5	-9	-1	0	-3	3
CSCc1ccc(C(=O)NC2CC(C)(C)Cc3c2cnn3-c2ccc(F)cc2)o1 (stereo unspecified)	-2	-1	5	0.8	8	-1	2	1	-7	-5
CCCCn1c(N)c(N(CCOC)C(=O)CSc2nc3ccc(C)cc3[nH]2)c(=O)[nH]c1=O	-1	0	-6	-0.9	6	2	0	2	2	14
Cc1cccc(CN2CCN(C3CN(Cc4cn(Cc5cc(C)cc(C)c5)nn4)S(=O)(=O)C3)CC2)c1 (stereo unspecified)	-2	-2	-2	0.7	-7	-20	-3	1	-2	-5

Four structures already listed, ordered by SMILES length, lowest first:
SMILES	DDE Tn7 FP inh	ADAM17 inh	ASAP1 GAP inh	proKLK7 act	ARFGAP1 inhibitor	ADAM10 inh	DDE Tn6 FP inh	PLCg1 inh	LEDGF integ inh	TDP2 absorb
COc1cccc(-n2c(=S)[nH]c3c(oc4ccccc43)c2=O)c1	7	-2	10	-0.2	8	-11	5	-2	2	-9
Cc1onc(C(=O)Nc2sc3c(c2C#N)CCCC3)c1[N+](=O)[O-]	5	-2	12	0.3	-1	-7	-2	-9	0	-2
O=C(CCN1C(=O)NC2(CCCC2)C1=O)Nc1ccc(Sc2ccc(Br)cc2)cc1	-2	-3	3	0.3	7	4	-6	1	0	-3
Cc1cccc(CN2CCN(C3CN(Cc4cn(Cc5cc(C)cc(C)c5)nn4)S(=O)(=O)C3)CC2)c1 (stereo unspecified)	-2	-2	-2	0.7	-7	-20	-3	1	-2	-5

Part of the list above, with bars between the fields.
Compound | DDE Tn7 FP inh | ADAM17 inh | ASAP1 GAP inh | proKLK7 act | ARFGAP1 inhibitor | ADAM10 inh | DDE Tn6 FP inh | PLCg1 inh | LEDGF integ inh | TDP2 absorb
COc1cccc(-n2c(=S)[nH]c3c(oc4ccccc43)c2=O)c1 | 7 | -2 | 10 | -0.2 | 8 | -11 | 5 | -2 | 2 | -9
COc1cc(Nc2ccccn2)cc(C(=O)Nc2cccc(C(F)(F)F)c2)c1 | 4&1 | -5&-2 | 1&18 | -0.6&-0.4 | 22&22 | -33&-18 | -7&1 | -30&-25 | 2&-1 | 1&-4
COc1cccc(/C=C/C(=O)NCc2cn3cc(Cl)ccc3n2)c1 | 0 | -6 | 13 | 0.3 | -12 | -21 | -7 | -5 | -2 | -5
O=S(=O)(NCC1CCCO1)c1ccccc1F (stereo unspecified) | 9 | -5 | 0 | -0.1 | -6 | 1 | 2 | 0 | 3 | 11
COc1ccc(C(=O)C2CCN(C(=S)NCCc3ccccc3)CC2)cc1 | -2 | 2 | 11 | -0.6 | 3 | -3 | 2 | -2 | -3 | -4
O=S1(=O)N[C@@H](Cc2ccccc2)COc2cc(N3CCCCC3)ccc21 | 7 | -1 | -2 | 0.5 | 8 | 1 | 8 | 0 | 2 | 5
O=C(CCN1C(=O)NC2(CCCC2)C1=O)Nc1ccc(Sc2ccc(Br)cc2)cc1 | -2 | -3 | 3 | 0.3 | 7 | 4 | -6 | 1 | 0 | -3
